DAX1 inh-1: blocks DAX1 repression of SF-1 activated StAR promoter. HEK293T StAR-luciferase reporter, SF-1/DAX-1 repression relief. inhibition, % at 6.8 µM. hit rate 1.1% among 370,000. AID 652010;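 active = inhibition above the mean over all tested compounds plus 3 SD, cut at about 3.6% in these data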;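 note: 0% = DAX-1 cells with DMSO and 100% = cells lacking DAX-1 with DMSO; higher inhibition means more luminescence from relief of DAX-1 repression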
HGIII-sPLA2 inh: Inhibits HGIII-sPLA2 liposome hydrolysis, primary screen; inhibition, % at 12.2 µM; QFRET BODIPY PC-A2 liposome hydrolysis, fluorescence; Q9NZ20; AID 743126; hit rate 0.56% among 370,000;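 active = inhibition above mean plus 3 SD of compounds lying within the high and low control bounds, cut at about 19% in these data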;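 note: 0% = median of test compound wells and 100% = no enzyme DMSO wells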
GAA850 FXN act: increases GAA850 frataxin promoter reporter activity; HEK293 lucGAA850 FXN promoter luciferase reporter, 24 h; percent of 10 µM SAHA response; activation, % at 6 µM; hit rate 0.56% among 360,000;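 active = activation above the average of all compounds screened plus 3 SD, cutoff fixed separately per campaign, cut at about 7.5% in these data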;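 note: 0% = DMSO wells and 100% = 10 µM SAHA wells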
ssDAF-12 act: activates DAF-12 receptor from parasite S. stercoralis; HEK293 ssDAF-12/GRIP1 lit1-tk-luc reporter, luminescence; % of 3 µM dafachronic acid response; activation, % at 6.8 µM; hit rate 1% among 370,000; AID 652126;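 active = activation above the mean over all tested compounds plus 3 SD, cut at about 0.9% in these data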;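 note: 0% = DMSO-only wells and 100% = 3 µM delta7-dafachronic acid wells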
hcDAF12 agonist: activators of H. contortus DAF-12 nuclear receptor. AID 652067. HEK293 hcDAF-12 lit1-tk-luc reporter, luminescence; 0% DMSO, 100% Δ7-dafachronic acid. hit rate 1.4% among 370,000. activation, % at 6.8 µM;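 active = activation above the mean of all tested compounds plus 3 SD, cut at about 5.5% in these data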;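 note: 100% = response to 3 µM Δ7-dafachronic acid high control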
PLCb3 inh: inhibitors of human phospholipase C beta3; hit rate 0.18% among 370,000; Purified PLC-beta3, fluorogenic substrate, fluorescence; AID 720704; inhibition, % at 12.2 µM; Q01970; in the data active = inhibition above about 11%;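 note: 0% = median of compound wells on plate and 100% = full blocker control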
ADAM10 inh: inhibitors of human ADAM10. recombinant ADAM10, EDANS/DABCYL FRET peptide cleavage, 3 h. hit rate 0.62% among 370,000. O14672. inhibition, % at 7 µM;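 active = inhibition above a per-campaign cutoff equal to the mean of compounds falling between control-based bounds plus 3 SD, cut at about 20% in these data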;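 note: 0% = DMSO wells while the 100% control is not disclosed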
Target sequence (O14672 214-748 limits assumed): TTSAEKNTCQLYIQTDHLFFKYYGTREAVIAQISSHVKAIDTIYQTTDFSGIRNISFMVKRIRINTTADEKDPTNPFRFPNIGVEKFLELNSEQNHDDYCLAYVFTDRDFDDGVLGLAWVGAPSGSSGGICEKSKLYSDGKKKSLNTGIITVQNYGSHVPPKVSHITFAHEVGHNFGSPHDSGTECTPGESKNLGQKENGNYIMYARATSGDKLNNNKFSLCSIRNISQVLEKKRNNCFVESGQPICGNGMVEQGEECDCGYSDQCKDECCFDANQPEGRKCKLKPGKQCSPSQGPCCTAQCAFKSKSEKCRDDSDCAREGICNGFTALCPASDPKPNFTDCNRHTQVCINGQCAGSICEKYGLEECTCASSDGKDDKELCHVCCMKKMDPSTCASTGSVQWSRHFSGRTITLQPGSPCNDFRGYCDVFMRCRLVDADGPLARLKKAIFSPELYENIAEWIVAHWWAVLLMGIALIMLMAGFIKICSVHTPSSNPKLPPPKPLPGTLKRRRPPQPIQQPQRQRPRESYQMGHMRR
PLCg1 inh: inhibitors of human phospholipase C gamma1; inhibition, % at 12.2 µM; hit rate 0.84% among 370,000; purified PLC-gamma1, fluorogenic substrate, fluorescence; in the data active = inhibition above about 9.5%
DAX1 inh-2: NR0B1 (DAX1) inhibition | HEK293 Gal4-DAX1 luciferase reporter, luminescence | inhibition, % at 6.75 µM | AID 504766 | hit rate 0.99% among 340,000;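 active = inhibition above the mean over all tested compounds plus 3 SD, cut at about 4.2% in these data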;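 note: 0% = DAX1-transfected cells with DMSO and 100% = empty-vector control cells with DMSO; inhibition shows as a rise in luminescence from relieved DAX1 repression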
Target sequence (P51843 207-470 limits assumed): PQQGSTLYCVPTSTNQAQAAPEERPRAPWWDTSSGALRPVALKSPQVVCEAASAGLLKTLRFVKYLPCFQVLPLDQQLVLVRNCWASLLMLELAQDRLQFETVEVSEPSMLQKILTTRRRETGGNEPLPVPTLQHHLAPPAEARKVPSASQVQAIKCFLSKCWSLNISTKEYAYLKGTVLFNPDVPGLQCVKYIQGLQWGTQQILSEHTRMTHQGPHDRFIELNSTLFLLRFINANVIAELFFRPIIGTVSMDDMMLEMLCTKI
hgDAF-12 ag: hgDAF-12 agonism, primary luciferase screen | HEK293 GAL4-hgDAF12 UAS-luciferase reporter, agonist luminescence; normalized to butyrate control | activation, % at 6.8 µM | hit rate 1.8% among 370,000;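 active = activation above a cutoff set at the mean of all screened compounds plus 3 SD, cut at about 10% in these data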;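 note: 0% = DMSO wells and 100% = sodium butyrate wells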
ADAM17 inh: inhibitors of human ADAM17; P78536; recombinant ADAM17, EDANS/DABCYL FRET peptide cleavage; inhibition, % at 6.95 µM; hit rate 0.83% among 370,000; AID 720648;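 active = inhibition above the mean of compounds lying between control limits plus 3 SD, set per campaign, cut at about 8.5% in these data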;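 note: 0% = DMSO-only wells as the low control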
* hit, by the source's call; / = no result given.

SMILES	DAX1 inh-1	HGIII-sPLA2 inh	GAA850 FXN act	ssDAF-12 act	hcDAF12 agonist	PLCb3 inh	ADAM10 inh	PLCg1 inh	DAX1 inh-2	hgDAF-12 ag	ADAM17 inh
Cc1ccc2nc(N3CCOCC3)c3nncn3c2c1	0.4	-1	2.0	-1.8	-0.7	-5	-1	-10	0.2	0.2	-1
CCOC(=O)Cc1c[nH]c2ccc([N+](=O)[O-])cc12	-1.4	-5	0.3	-0.9	-0.1	1	-6	4	-0.6	-1.5	-2
Cc1ccc(NC(=S)N/N=C/c2c(C)nn(-c3ccccc3)c2N2CCCC2)cc1	-0.6	-6	-0.3	-1.1	0.0	-6	-7	-7	1.4	-2.4	-3
CCOC(=O)c1c(/N=C/c2ccc(C)cc2O)sc2c1CCN(C)C2	0.1	-3	0.8	-1.6	-0.8	-11	-10	-7	1.9	-1.6	-5
O=C(NNS(=O)(=O)c1ccccc1Cl)C1COc2ccccc2O1 (centres undefined)	-0.5	-8	-0.6	-1.0	0.7	0	-6	0	0.3	2.9	-3
COC(=O)COc1ccc(S(=O)(=O)Nc2ccccc2C(=O)OC)cc1	0.5	-3	2.0	-1.2	2.1	5	4	-1	-0.6	-0.8	6
O=C(Nc1cccc(Cl)c1)NC1CC2CCC1C2 (centres undefined)	0.1	-1	1.9	-1.0	2.2	3	-3	-1	3.0	2.0	-3
Cc1cc(NC(=O)COn2nnc3ccc(Cl)cc32)no1	1.1	-1	0.4	-0.9	-0.7	-1	-2	-1	3.5	-3.0	-4
Cc1cc(C)n(-c2ccc(NC(=O)C3CCCCN3C(=O)c3ccc(C)s3)cc2)n1 (centres undefined)	-0.8	-12	2.2	-1.1	-2.5	-1	0	2	-0.3	-0.3	0
O=C(/C=C/[C@H]1O[C@@H](n2ccc(=O)[nH]c2=O)[C@H](O)[C@@H]1O)NCc1cccc2ccccc12	1.9	3	/	-1.1	-0.6	2	-5	2	/	-0.7	2
COc1cc(-c2nn3c(Cc4ccccc4)nnc3s2)cc(OC)c1OC	-0.6	6	2.3	-1.8	-2.1	-11	-3	-3	-0.3	-4.6	-2
COc1ccc(C(C)(O)c2nc(-c3ccccc3OC)cs2)cc1 (centres undefined)	-0.9	-18	0.3	-1.1	-1.7	2	12	1	/	4.8	4
COc1ccc(-c2nnc(SCC(=O)/C(C#N)=C(\C)N)o2)cc1	4.7*	4	-0.8	0.7	6.7*	-3	-2	-3	-1.5	16*	-7
Cc1ccccc1NS(=O)(=O)c1ccc(F)cc1	-0.6	5	4.4	-0.6	1.4	-5	-3	1	-1.2	1.6	1
COc1ccc(Nc2nc(N)nc(SCc3nnc(C)s3)n2)cc1	0.8	3	2.5	-0.7	-0.1	-2	2	-5	1.5	2.7	-7
Cc1c(C#N)sc(C(N)=O)c1C	-0.1	-1	0.6	-0.9	-1.9	1	-10	0	-0.2	4.8	-3
CCOc1ccccc1C(=O)N[C@H](C(=O)OCC(=O)Nc1nnc(-c2ccccc2)o1)C(C)C	1.1	-5	-0.9	-0.8	-1.5	1	-5	4	2.1	0.7	3
COc1cccc(NC(=O)C(NCCC(C)C)c2ccccc2)c1 (centres undefined)	0.8	-7	0.8	-1.4	-0.6	1	6	1	-0.8	1.8	-3
C#CCN(C[C@H]1[C@H](OC(=O)NC2CCCC2)[C@H](OC(=O)NC2CCCC2)C[C@H]2C(=O)N(c3ccccc3)C(=O)[C@@H]12)S(=O)(=O)c1ccc(C)cc1	0.3	-14	-0.3	-1.3	0.5	1	29*	5	0.0	1.0	9.6*
COc1cccc(-c2nnc(SCC(=O)Nc3cc(C)ccc3OC)n2N)c1	-1.0	-6	-0.3	-1.1	2.9	0	-2	2	0.0	-0.7	2
COc1cccc(NC(=O)CS(=O)(=O)c2cccc3nsnc23)c1	-0.2	-4	1.0	-1.4	0.3	-2	2	3	-0.6	-1.4	0
COC(=O)[C@]12C[C@H](CC(=O)NCc3cccc4ccccc34)C(=O)N(Cc3cccc4ccccc34)C1=C[C@H](C1CCCC1)O[C@@H]2C	-1.2	-7	/	-1.4	-2.2	-2	-2	-2	/	-1.5	0
COc1ccc(-c2nn(-c3ccccc3)cc2/C=C2/SC(=S)N(CCCC(=O)O)C2=O)c(C)c1	0.0	-10	0.5	-1.3	0.0	-10	1	-5	1.1	0.6	0
CCOc1ccc(/C=N/Nc2ccccc2)cc1	0.2	-3	-0.3	0.8	4.0	-7	0	-2	1.7	6.6	-1
COCCNC(=O)C(C)OC(=O)c1cc2occc2n1C (centres undefined)	-0.1	0	0.4	-0.2	-0.6	-2	-3	-1	0.8	2.4	-2
O=C(CCC(=O)Nc1nnc(C2CCCCC2)s1)Nc1ccc(F)cc1	0.6	5	-0.9	-0.3	-0.5	-5	10	1	1.8	2.9	-4
Cn1cccc1/C=N\NC(=O)C1COc2ccc(C(C)(C)C)cc2O1 (centres undefined)	-0.1	-8	1.4	-0.9	-0.9	-7	2	-2	0.1	-0.4	3
CCOC(=O)c1ccccc1NC(=O)c1cn(CC)c2nc(C)ccc2c1=O	-0.4	5	-1.3	-1.9	-1.6	-5	12	1	-0.3	-0.7	-2
CCOC(=O)N1CCN(C(=O)c2cn(C)c3ccc(S(=O)(=O)N4CCC(C)CC4)cc3c2=O)CC1	0.3	1	0.7	-1.3	-0.2	3	-3	3	0.8	2.5	1
COC(=O)c1c(C)[nH]c(C(=O)COC(=O)Cc2ccc3c(c2)OCCO3)c1C	-0.4	-9	-1.4	-1.2	-2.6	1	11	6	-0.6	-2.0	7
COc1cc(OC)c(NC(=O)CCc2ccccc2)cc1Cl	0.8	3	-0.3	-0.5	0.7	5	13	6	-2.0	1.9	-2
COc1ccc2c(c1OC)C(=O)OC2Nc1nc(-c2ccc(-c3ccccc3)cc2)cs1 (centres undefined)	5.1*	9	5.9	0.9*	9.1*	-90	-117	-83	2.6	21*	-53
S=C(c1ccccc1)N1CCCC1	0.1	2	1.4	-1.1	1.2	-1	0	7	2.2	-0.3	2
C[n+]1c2n(c3ccccc31)N=C(c1ccc(Br)cc1)CS2	-2.8	-42	0.9	-1.3	-1.2	7	17	7	-3.0	-4.0	0
C[C@@H]1COc2cc(Br)ccc2S(=O)(=O)N1Cc1cn(Cc2ccc(F)cc2)nn1	-0.4	2	/	-1.6	-1.4	1	1	0	/	1.7	-1
COc1ccc(C2C(C(N)=O)=C(C)Nc3nc(-c4ccccc4Cl)nn32)c(OC)c1 (centres undefined)	0.2	-1	1.2	-1.6	-0.7	-5	-30	-2	1.8	-0.9	-7
CC(/C=C/c1ccccc1)=N/NC(=O)c1cc([N+](=O)[O-])cc([N+](=O)[O-])c1	-0.6	8	1.6	-1.1	-0.9	-1	-1	1	0.9	-3.4	-5
Cn1c(CNc2ccccn2)c(C#N)c2ccccc21	-0.6	-2	-0.4	-1.2	1.0	-2	1	-2	-0.2	-2.2	-3
Cc1ccc(S(=O)ONc2cccc(NOS(=O)c3ccc(C)cc3)c2)cc1 (centres undefined)	-0.7	-59	-0.3	-0.9	-1.8	-1	2	2	0.6	-0.6	1
Cc1nnc(SCC(=O)NNC(=O)c2ccco2)n1-c1ccccc1	0.0	0	0.9	-1.5	0.4	-5	0	0	0.3	-0.1	-4
CCOc1ccccc1-n1nnnc1SCC(=O)NCC1(N2CCOCC2)CCCCC1	-0.2	-7	-2.8	-1.3	-0.1	-3	0	-1	-0.1	-2.4	0
COc1cccc(OCc2cc(C(=O)N3CCN(C(C)=O)CC3)no2)c1	0.8	-2	4.9	0.4	2.7	-4	3	3	0.4	6.5	-1
Cc1ccc(CNC(=O)CS(=O)(=O)Cc2nc(-c3ccc(C)cc3)oc2C)cc1	-0.4	4	-0.1	-1.3	-0.5	-6	-8	2	1.2	0.4	-6
O=C(NCC1OCCc2ccccc21)c1ccc(NC(=O)c2ccc(Cl)cc2)cc1 (centres undefined)	-0.6	-9	-2.9	-1.6	-1.6	3	0	-1	-5.7	1.5	-2
COc1ccccc1CCC(=O)Nc1ccc2c(c1)CN(Cc1ccc(CO)o1)CC2	-1.3	-8	-1.0	-1.4	-1.6	-19	-11	-8	0.7	1.0	-2
Cc1cc(S(=O)(=O)NCc2cccnc2)ccc1F	-0.7	9	-0.4	-1.4	-0.6	-3	7	1	-0.3	-0.6	3
COc1ccc(N2C(=O)C(C)C(Cc3ccc(C)cc3)C2=O)cc1 (centres undefined)	0.2	-6	0.8	-1.6	-1.7	0	2	-1	4.1	-0.6	1
Cn1c(SCC(=O)Nc2ccc(F)cc2)nnc1-c1cccnc1	0.2	1	-1.4	-0.3	-1.1	4	-4	3	0.0	1.6	-1
Cn1c(Cc2cccs2)nnc1SCC(=O)Nc1ccccc1	0.5	-1	-0.6	-0.1	-0.6	-3	-5	-1	0.5	0.1	-1
CC(C)(C)OC(=O)N1Cc2cc3ccccc3nc2C1	3.6*	1	1.9	0.4	2.9	3	-9	-3	1.2	16*	-3

Further results:
SMILES	DAX1 inh-1	HGIII-sPLA2 inh	GAA850 FXN act	ssDAF-12 act	hcDAF12 agonist	PLCb3 inh	ADAM10 inh	PLCg1 inh	DAX1 inh-2	hgDAF-12 ag	ADAM17 inh
CN(C)S(=O)(=O)c1ccc(NC(=S)NC(=O)C2CCC2)cc1	-2.4	8	1.3	-1.1	-1.3	-2	-5	8	0.1	5.0	-6
COc1ccccc1C(=O)COC(=O)CSC(C)C(=O)Nc1cc(C)on1 (centres undefined)	-0.9	-1	-0.3	-0.6	-0.4	-10	-18	-7	-0.9	1.4	-3
COc1ccc(N(CC(=O)NC2CCCCC2)C(=O)CNC(=O)c2cccs2)cc1OC	0.5	-3	-0.8	-0.6	-0.9	-2	1	2	-2.0	1.6	1
O=c1c(Cl)c(N2CCN(S(=O)(=O)c3ccc(F)cc3)CC2)cnn1-c1cccc(Cl)c1	-0.2	2	2.3	-1.3	-1.0	2	8	0	-1.1	-0.4	-5
O=C(CSc1nc2cccnc2n1Cc1ccccc1)NC1CCCCC1	-0.8	0	-2.8	-0.7	-2.3	-7	-7	-4	-2.6	-2.6	-4
Cc1ccccc1C(=O)Nc1ccccc1C(=O)N/N=C\c1ccco1	-0.5	6	-1.1	-0.3	-1.3	0	-8	1	1.9	1.4	4
Cc1nc2nc[nH]n2c(=O)c1NS(=O)(=O)c1ccc(F)cc1	0.1	7	1.0	0.4	0.6	3	-5	-4	-0.1	4.5	-7
Cc1ccc(CNc2cc(-c3nn4c(C)nnc4s3)ccc2C)s1	-0.5	-1	4.4	-2.1	-1.9	-233	-18	-210	-0.7	-1.0	-6

Entries of single compounds as entered above. Order of values: DAX1 inh-1, HGIII-sPLA2 inh, GAA850 FXN act, ssDAF-12 act, hcDAF12 agonist, PLCb3 inh, ADAM10 inh, PLCg1 inh, DAX1 inh-2, hgDAF-12 ag, ADAM17 inh
`COc1ccccc1C(=O)COC(=O)CSC(C)C(=O)Nc1cc(C)on1` (centres undefined) across the screens: -0.9, -1, -0.3, -0.6, -0.4, -10, -18, -7, -0.9, 1.4, -3
`Cc1nc2nc[nH]n2c(=O)c1NS(=O)(=O)c1ccc(F)cc1` across the screens: 0.1, 7, 1.0, 0.4, 0.6, 3, -5, -4, -0.1, 4.5, -7
